Coupling enz: qHTS Assay for Inhibitors of Fructose-1,6-bisphosphate Aldolase from Giardia Lamblia: Coupling assay counterscreen. activity change, negative = inhibition, % at 58.2 µM, hits read low. hit rate 0.67% among 290,000. coupling enzyme system counterscreen, AmpLite Red fluorescence; in the data active = activity change below about -30%; note: % is set by controls: 0 for no effect and ±100 for the full control effect
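Counterscreen of the coupled detection system alone, without aldolase: glyceraldehyde-3-phosphate coupling enzymes plus AmpLite Red readout. Compounds at 57.5 uM final, 10 min RT preincubation, 20 min RT reaction, fluorescence 525/598 nm.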
MLL CXXC-DNA inh: qHTS Fluorescence Polarization Assay for Inhibitors of MLL CXXC domain - DNA interaction; Potency, µM (top dose mostly 115 µM), inactives show at the top dose activity change, negative = inhibition, hits mostly inhibitors; MLL-CXXC / FITC-HOXA9 DNA fluorescence polarization; Histone-lysine N-methyltransferase 2A (Homo sapiens), Q03164; hit rate 0.037% among 290,000; AID 2662, 2010; active = well fitted inhibition curve with a large enough effect in the polarisation, with a control signal flat, not every such curve was filed as active; inconclusive = small, poorly fitted or top-dose-only effect, or effect the other way, or a change in a side signal; inactive = no such curve, though single readings can be large or run the other way; the % refers to the polarisation; note: potency is the fitted concentration of half-maximal effect
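Purified MLL-CXXC (added from a 7 uM solution) was preincubated 5 min at ambient with pinned compounds in 50 mM Tris-HCl pH 7.5, 50 mM NaCl, 1 mM DTT, 0.05% BSA. Fluorescein-labeled HOX-A9 DNA (50 nM solution) followed, 30 min, then polarization read.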
TCR activator: Activators of T cell receptors: qHTS campaign | Potency, µM (doses to about 9.22 µM), for inactives: at the top dose activation of IL-2 secretion, most hits filed as activators | primary human leukocytes, anti-CD3, IL-2 HTRF, 48 h | 330,000 tested, under 10 active | AID 504894, 2011; note: % of control where 0% means no effect
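IL-2 release read by HTRF sandwich (Eu cryptate donor, d2 acceptor, 665 nm emission) after 48 hr exposure of primary human leukocytes to compound together with anti-CD3 beads in the absence of co-stimulatory signals.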
Tb PFK block: qHTS Assay to Find Inhibitors of T. brucei phosphofructokinase; T. brucei PFK, ADP-Glo luminescence; Potency, µM (highest dose often 57.5 µM), without a hit: at the highest dose activity, negative = inhibition, most hits filed as inhibitors; hit rate 0.17% among 330,000; AID 485367, 2010;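 note: potency is the fitted concentration of half-maximal effect; 0% = uninhibited 1x PFK enzyme wells and -100% = no-enzyme wells; nearly all actives have a fitted effect of over 60% in size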
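PFK 1.25 nM, F6P 0.5 mM, ATP 0.1 mM, 0.1 M TEA pH 8.0, 5 mM MgCl2, 0.01% Tween20, 0.1% BSA; 45 min RT. ADP-Glo readout. qHTS titration up to 57 uM; curves fitted, compounds curve-classed.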
AT treatment: qHTS Assay for Identifying a Potential Treatment of Ataxia-Telangiectasia | […] A-T fibroblasts, KAP-1 phosphorylation AlphaLISA; neocarzinostatin DNA damage 30 min before lysis | Potency, µM (highest dose often 57.5 µM), without a hit: at the highest dose activation, actives largely listed as activators | hit rate 0.19% among 320,000; note: potency is the fitted concentration of half-maximal effect; % of control where 0% means no effect; nearly all actives have a fitted effect of over 45% in size
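hTERT-immortalized A-T patient fibroblasts ([…]), 500 cells/well in OPTI-MEM, 1% FBS, got compounds for 60 min, then NCS for 30 min at 37C. Lysates were then assayed for phospho-KAP-1 by AlphaLISA (anti-pKAP1 donor, anti-KAP1 acceptor beads), 6 hr at 25C.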
BCR signal inh: qHTS Assay to Find Inhibitors of Chronic Active B-Cell Receptor Signaling | ABC-DLBCL IkBa-CBG/CBR reporter, luminescence ratio, 4 h | hit rate 0.05% among 340,000 | Potency, µM (top dose mostly 46.1 µM), inactives show at the top dose ratio change, negative = lower green/red ratio, actives largely listed as inhibitors | AID 493014, 2011; active = well fitted inhibition curve with a large enough effect in the signal ratio, with a control signal flat, not every such curve was filed as active; inconclusive = small, poorly fitted or top-dose-only effect, or effect the other way, or a change in a side signal; the % refers to the signal ratio;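 note: potency is the fitted concentration of half-maximal effect; plate controls were basal doxycycline-induced cells for no effect and cells given 10 µM MG132 for full effect; MG132 reads +100%, hits lower the ratio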
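Concentration-response series (up to 46 uM) were applied to TMD8 dual-reporter cells for 4 h at 37C with doxycycline. Green/red ratio, after filter-overlap correction, defined %Activity; red signal alone was normalised to basal cells and zero luminescence.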
hERG WT inh: qHTS for Inhibitors of KCHN2 3.1: Wildtype qHTS; Voltage-gated inwardly rectifying potassium channel KCNH2 (Homo sapiens), Q12809; U2OS, BacMam KCNH2, thallium flux FluxOr; hits give low values; activity change, % at 1.84 µM; hit rate 0.37% among 340,000; AID 720551, 2013;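 active = maximum activity change below -70%; inconclusive = maximum activity change between -70% and -50%; inactive = maximum activity change above -50%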; note: % is set by controls: 0 for no effect and ±100 for the full control effect
Target sequence (Q12809 whole entry, looked up): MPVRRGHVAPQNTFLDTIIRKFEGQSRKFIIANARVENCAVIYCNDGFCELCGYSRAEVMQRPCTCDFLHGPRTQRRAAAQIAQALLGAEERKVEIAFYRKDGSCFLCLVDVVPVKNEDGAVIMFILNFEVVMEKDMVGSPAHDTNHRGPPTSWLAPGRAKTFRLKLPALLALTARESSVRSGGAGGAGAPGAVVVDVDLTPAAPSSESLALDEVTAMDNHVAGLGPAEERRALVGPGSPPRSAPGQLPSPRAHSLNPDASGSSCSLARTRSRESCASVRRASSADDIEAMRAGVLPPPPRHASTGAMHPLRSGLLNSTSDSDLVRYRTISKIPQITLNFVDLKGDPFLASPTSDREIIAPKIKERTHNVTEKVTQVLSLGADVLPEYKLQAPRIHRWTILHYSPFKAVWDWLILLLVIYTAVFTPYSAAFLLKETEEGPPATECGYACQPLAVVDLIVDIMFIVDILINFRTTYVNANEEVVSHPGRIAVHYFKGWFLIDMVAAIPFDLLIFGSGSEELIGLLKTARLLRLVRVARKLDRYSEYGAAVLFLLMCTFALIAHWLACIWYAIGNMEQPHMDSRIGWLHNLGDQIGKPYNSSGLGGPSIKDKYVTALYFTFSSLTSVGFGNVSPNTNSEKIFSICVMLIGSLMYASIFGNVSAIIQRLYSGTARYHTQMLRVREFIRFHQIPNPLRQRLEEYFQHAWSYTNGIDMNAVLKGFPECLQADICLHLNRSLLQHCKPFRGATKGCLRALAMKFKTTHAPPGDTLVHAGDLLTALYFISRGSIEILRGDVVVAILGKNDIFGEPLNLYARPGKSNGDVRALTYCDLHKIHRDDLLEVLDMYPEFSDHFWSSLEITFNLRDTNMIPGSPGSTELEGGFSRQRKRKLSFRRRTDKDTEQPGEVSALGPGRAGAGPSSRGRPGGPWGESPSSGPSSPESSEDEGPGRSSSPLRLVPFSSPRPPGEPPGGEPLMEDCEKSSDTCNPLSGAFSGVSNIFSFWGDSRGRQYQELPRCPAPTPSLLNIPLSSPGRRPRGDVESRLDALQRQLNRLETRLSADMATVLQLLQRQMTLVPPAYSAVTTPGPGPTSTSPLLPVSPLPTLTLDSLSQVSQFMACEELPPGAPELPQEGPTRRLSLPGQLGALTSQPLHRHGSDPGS
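U2OS cells were transduced with wild-type KCNH2 virus (2.03 x 10^8 / mL) for 4 h at room temperature, then cultured overnight at 37 C. Thallium flux was read with FluxOr dye. Rate constants were normalized to DMSO controls.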
TSHR antagonist: Antagonists of the Thyroid Stimulating Hormone Receptor: HTS campaign | TSHR-expressing cells, TSH-stimulated cAMP HTRF, 2 h; hits give low values | activity change, negative = inhibition, % at 11.5 µM | hit rate 0.2% among 330,000;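 active = activity change below a set negative limit, meaning inhibition stronger than a set level, cut at about -70% in these data; inconclusive = activity change between two set negative limits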; note: % is set by controls: 0 for no effect and ±100 for the full control effect
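Inhibition of cAMP made by TSHR-expressing cells under TSH stimulation (4nM final, EC80; 2 h, 37 deg C) is quantified with a one-step lysis HTRF kit, anti-cAMP cryptate versus cAMP-d2.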
GALK inh: qHTS Assay for Inhibitors of Human Galactokinase (GALK); Potency, µM (highest dose often 57.5 µM), inactives show top-dose activity change, negative = inhibition, actives largely listed as inhibitors; hit rate 0.007% among 270,000; Purified GALK, Kinase-Glo residual ATP luminescence; note: potency is the fitted concentration of half-maximal effect; % is set by controls: 0 for no effect and ±100 for the full control effect
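Compounds were pin-transferred into ATP buffer (35 uM final), then GALK plus galactose (5 nM, 100 uM final) was added. After 1 h at room temperature, Kinase-Glo Plus was added and luminescence read after 10 min.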
Giardia killer: Small Molecules that selectively kill Giardia lamblia: qHTS; Giardia lamblia trophozoite viability; AID 540267, 2011; hit rate 0.15% among 340,000; activity change, % at 7.66 µM, hits read low; in the data active = activity change below about -80%; inconclusive = between about -30% and that limit;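 note: parasites exposed to compound for two days anaerobically before the ATP read; % is set by controls: 0 for no effect and ±100 for the full control effect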
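Media and compound were dispensed first, then trophozoites at 100 cells/well; plates sat 48 hrs at 37 deg C without oxygen before ATP luminescence reagent was added and read after 15-30 min at room temperature.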
* = called active by the depositor; [ ] = another dose, or the depositor's remark. Unless noted, calls come from the whole dose curve; as a rule, active = well fitted curve in the direction sought with a large enough effect; inconclusive = small, poorly fitted or top-dose-only effect, or another doubt; inactive = no such curve, though single readings can be large; an effect the other way counts as inactive or inconclusive. The order is random, and some 1.6% of all compounds hit somewhere here.

How did COc1ccc(NC2CCCN(C(=O)CCC3=NNC(=O)CC3)C2)cc1 (stereo not drawn) do in these assays?
Coupling enz: 0; MLL CXXC-DNA inh: 5%; TCR activator: -61%; Tb PFK block: 0%; AT treatment: 0%; BCR signal inh: 4%; hERG WT inh: -1; TSHR antagonist: 5; GALK inh: 0%; Giardia killer: -6

How did COc1cc(CC(=O)OC2CCOC2=O)cc(OC)c1OC (stereo not drawn) do in these assays?
Coupling enz: -1; MLL CXXC-DNA inh: 0%; TCR activator: 2%; Tb PFK block: 7%; AT treatment: -9%; BCR signal inh: 5%; hERG WT inh: -3; TSHR antagonist: -15; GALK inh: -3%; Giardia killer: 6

What do the screens show for `Cn1c(=O)c2c(SCC(=O)Nc3cccc(F)c3)nc(-c3ccco3)nc2n(C)c1=O`?
MLL CXXC-DNA inh: 3%; TCR activator: -4%; Tb PFK block: -8%; AT treatment: 1%; hERG WT inh: 4; TSHR antagonist: -10; GALK inh: -6%; Giardia killer: 11

Results for N#CC1=C(N)Oc2cc(N)ccc2C1c1cc(Br)cs1 (stereo not drawn) ?
Coupling enz: 0; MLL CXXC-DNA inh: 85%[activator]; TCR activator: 3%; Tb PFK block: -1%; AT treatment: -8%; BCR signal inh: inconclusive; hERG WT inh: 0; TSHR antagonist: -19; GALK inh: -2%; Giardia killer: 1

What do the screens show for `Nc1nnnn1/N=C/c1ccccc1C(F)(F)F`?
Coupling enz: 2; MLL CXXC-DNA inh: -10%; TCR activator: 4%; Tb PFK block: 1%; AT treatment: -2%; BCR signal inh: -1%; hERG WT inh: -1; TSHR antagonist: 8; GALK inh: 0%; Giardia killer: -19

What do the screens show for `COC(=O)c1sccc1NC(=O)CC1NCCNC1=O` (stereo not drawn)?
Coupling enz: 2; MLL CXXC-DNA inh: 22%; TCR activator: -1%; Tb PFK block: inconclusive; AT treatment: 23%; BCR signal inh: 0%; hERG WT inh: 1; TSHR antagonist: 16; Giardia killer: 3

What do the screens show for `COc1cccc(N(C(=O)CNC(=O)c2ccco2)C(C(=O)NC2CCCC2)c2ccncc2)c1` (stereo not drawn)?
Coupling enz: 0; MLL CXXC-DNA inh: -7%; TCR activator: 3%; Tb PFK block: -1%; AT treatment: 9%; BCR signal inh: inconclusive; hERG WT inh: -4; TSHR antagonist: -3; GALK inh: 0%; Giardia killer: 5

How did NC(=O)c1ccc(Oc2ccc3ccc(=O)oc3c2)c([N+](=O)[O-])c1 do in these assays?
Coupling enz: 2; MLL CXXC-DNA inh: -4%; TCR activator: 1%; Tb PFK block: 4%; AT treatment: 0%; BCR signal inh: inconclusive; hERG WT inh: -3; TSHR antagonist: -2; GALK inh: -1%; Giardia killer: 8

Results for Cc1cc(C)c(OCC(=O)Nc2ccc(NC(=O)c3ccco3)cc2)c([N+](=O)[O-])c1 ?
Coupling enz: 1; MLL CXXC-DNA inh: 18%; TCR activator: 3%[46.1 µM]; Tb PFK block: 5%; AT treatment: 0%; BCR signal inh: 0%; hERG WT inh: 28; TSHR antagonist: 10; Giardia killer: -5

How did CCCOC(=O)c1ccc(NC(=O)c2ccccc2OC)cc1 do in these assays?
Coupling enz: 0; MLL CXXC-DNA inh: -2%; TCR activator: 1%; Tb PFK block: -2%; AT treatment: 14%; BCR signal inh: inconclusive; hERG WT inh: -1; TSHR antagonist: -11; GALK inh: -1%; Giardia killer: -8

What do the screens show for `O=C(CNC(=S)N(Cc1ccc(F)cc1)C1CCCCC1)NC1CC1`?
Coupling enz: 2; MLL CXXC-DNA inh: -5%; Tb PFK block: 1%; AT treatment: -1%; BCR signal inh: 4%; hERG WT inh: 2; TSHR antagonist: 0; GALK inh: 0%; Giardia killer: -7

What do the screens show for `COc1ccccc1CNC(=O)CSC1=NCCS1`?
Coupling enz: 0; MLL CXXC-DNA inh: 12%; TCR activator: 1%; Tb PFK block: -15%; AT treatment: 0%; BCR signal inh: -4%; hERG WT inh: 4; TSHR antagonist: 0; GALK inh: -2%; Giardia killer: -17

How did COc1ccc2[nH]c(=O)c(CN(Cc3ccco3)C(c3nnnn3Cc3ccccc3)C(C)C)cc2c1 (stereo not drawn) do in these assays?
Coupling enz: -4; MLL CXXC-DNA inh: 17%; TCR activator: -6%; Tb PFK block: 2%; BCR signal inh: -6%; hERG WT inh: -1; TSHR antagonist: 6; GALK inh: 4%; Giardia killer: 60[activator]

Results for COc1cc(C(=O)OCC(=O)Nc2ccc(S(=O)(=O)N3CCCC3)cc2)cc(OC)c1OC ?
TCR activator: 11%; Tb PFK block: 7%; AT treatment: 15%; BCR signal inh: -6%; hERG WT inh: -3; TSHR antagonist: -15; Giardia killer: -19

How did O=C(Nc1nnc(-c2ccccc2)s1)c1ccc(F)cc1 do in these assays?
Coupling enz: 0; MLL CXXC-DNA inh: 1%; TCR activator: -1%; Tb PFK block: 1%; AT treatment: 4%; BCR signal inh: inconclusive; hERG WT inh: -20; TSHR antagonist: 10; GALK inh: 3%; Giardia killer: -25

What do the screens show for `COc1cc(C)c(Cl)cc1S(=O)(=O)n1ccnc1C`?
Coupling enz: -1; MLL CXXC-DNA inh: -3%; Tb PFK block: 4%; BCR signal inh: -1%; hERG WT inh: -16; GALK inh: 1%; Giardia killer: 7

What do the screens show for `CCc1ccc(NC(=O)CSc2nc3n[nH]c(C)c3c(=N)n2-c2cccc(OC)c2)cc1`?
Coupling enz: 1; MLL CXXC-DNA inh: -1%; TCR activator: 2%[46.1 µM]; Tb PFK block: 3%; AT treatment: 1%; BCR signal inh: inconclusive; hERG WT inh: -7; TSHR antagonist: -12; GALK inh: 0%; Giardia killer: -2

What do the screens show for `Cc1c(CC(=O)NCC(=O)NCC(=O)O)c(=O)oc2cc3oc4c(c3cc12)CCCC4`?
Coupling enz: 1; MLL CXXC-DNA inh: -9%; TCR activator: -6%; Tb PFK block: 0%; AT treatment: 3%; BCR signal inh: inconclusive; hERG WT inh: 0; TSHR antagonist: -5; Giardia killer: 3

How did CN(C1CCCCC1)S(=O)(=O)c1cc2c3c(c1)CCN3C(=O)CC2 do in these assays?
TCR activator: 8%; Tb PFK block: 0%; AT treatment: -4%; BCR signal inh: 1%; hERG WT inh: 0; TSHR antagonist: -1; Giardia killer: -10

What do the screens show for `COc1ccc(CN2CCc3ccccc3C2)c(OC)c1OC`?
Coupling enz: 1; MLL CXXC-DNA inh: -8%; Tb PFK block: -2%; BCR signal inh: -10%; hERG WT inh: 1; TSHR antagonist: -2; GALK inh: 0%; Giardia killer: 1

What do the screens show for `CCOC(=O)c1c(C)n(CC(O)c2ccccc2)c2ccc(O)cc12` (stereo not drawn)?
Coupling enz: -10; MLL CXXC-DNA inh: 3%; TCR activator: 0%; Tb PFK block: 1%; AT treatment: 5%; BCR signal inh: 3%; hERG WT inh: -11; TSHR antagonist: 2; GALK inh: -1%; Giardia killer: -13

What do the screens show for `CS(=O)(=O)Nc1ccc(C2=NN(S(=O)(=O)c3ccc(F)cc3)C(c3ccco3)C2)cc1` (stereo not drawn)?
Coupling enz: -4; MLL CXXC-DNA inh: 15%; TCR activator: 12%; Tb PFK block: 14%; AT treatment: -1%; BCR signal inh: -6%; hERG WT inh: 9; TSHR antagonist: -7; GALK inh: -3%; Giardia killer: -15

What do the screens show for `CCOc1ccc(NC(=O)CN(C)C(=O)CCCn2c(=O)oc3ccccc32)cc1OCC`?
TCR activator: 1%; Tb PFK block: 0%; AT treatment: 0%; BCR signal inh: -13%; hERG WT inh: -23; TSHR antagonist: -1; Giardia killer: -3

Results for COc1cc(NC(=O)c2cc([N+](=O)[O-])ccc2NC(=O)CN2CCN(c3ccccn3)CC2)cc(OC)c1 ?
MLL CXXC-DNA inh: 2%; TCR activator: 4%; Tb PFK block: -6%; AT treatment: 5%; BCR signal inh: inconclusive; hERG WT inh: inconclusive; TSHR antagonist: 15; GALK inh: -3%; Giardia killer: -3

What do the screens show for `O=S1(=O)C=C(SCCN2CCCCC2)c2ccccc21`?
Coupling enz: 1; MLL CXXC-DNA inh: 0%; TCR activator: 4%; Tb PFK block: 3%; AT treatment: 3%; BCR signal inh: 2%; hERG WT inh: 21; TSHR antagonist: 21; GALK inh: 3%; Giardia killer: 4
